HSF-1 GFP decrease = decrease of heat-induced HSF-1 GFP reporter, dose response, NIH3T3 R4 cells, GFP/RFP, cherry-pick, set 3 (AID 493083); activity change, negative = inhibition, % at the top dose, mostly 19.5 µM; hits show AC50 in µM; 4% of 2,400 active; NIH3T3 R4 HSF-1 GFP reporter, heat shock, 48 h;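 active means compounds lowering signal whose fitted AC50 is at most ten times the top tested dose; inconclusive means flat fit with moderate inhibition, or poor curve fit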;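 further: 0% = neutral control wells and -100% = didemnin B positive control; many of its hits are not listed in these tables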
* = called active by the depositor; ? = inconclusive.

| Compound | HSF-1 GFP decrease |
| --- | --- |
| COc1cc2cc(C(=O)Nc3ccc4c(c3)OCCO4)[nH]c2cc1OC | 6% |
| COc1cc(NC(=O)c2cc(C)nc3ccccc23)cc(OC)c1 | 17% |
| O=C(N1CCOCC1)C12CCC3CC(CC(C3)C1)C2 | -2% |
| C/C(=N\O)C1CCCCC1 | -6% |
| CCCCN1CNC(=S)N(c2ccc(C(=O)OCC)cc2)C1 | -1% |
| Cc1cccc(C)c1NC(=O)N1C(C(=O)O)CSC1C(=O)O (stereo unspecified) | -9% |
| CC(=O)Nc1cccc(C(=O)/C=C/c2ccc(C)cc2)c1 | 28% |
| CC(=O)Nc1c(I)c(NC(C)=O)c(I)c(C(=O)O)c1I | -6% |
| Cc1ccc(-c2ccc(=O)n(CCC(=O)NCCN3CCCCC3C)n2)cc1 (stereo unspecified) | 1% |
| COC(=O)c1ccc2c(=O)n(-c3ccccc3)c(=S)[nH]c2c1 | 20% |
| CC(=O)Nc1cccc(NC(=O)CSc2nnc(Cc3cccn3C)n2-c2ccc(F)cc2)c1 | 2% |
| Cc1cc(C)nc(/N=C(\N)Nc2ccc3c(c2)OCCO3)n1 | 7% |
| CCOC(=O)C(C)c1ccc2cc(OC)ccc2c1 (stereo unspecified) | 2% |
| N#Cc1c(N)nc2c3c(sc(=N)c2c1N)NC(=O)CC3c1ccccc1 (stereo unspecified) | 9% |
| Fc1ccccc1NC(=S)Nc1ccc(CN2CCOCC2)cc1 | -10% |
| CC(=O)c1ccc(OCC(O)CN2CCN(Cc3ccc4c(c3)OCO4)CC2)cc1 (stereo unspecified) | -11% |
| COc1ccc2c(c1)sc1nc(-c3ccccc3)cn12 | 94% |
| CCC(C(=O)NC(C)(C)C)N(Cc1ccc(F)cc1)C(=O)c1snc(C(N)=O)c1N (stereo unspecified) | -9% |
| Nc1nc(CCl)nc(Nc2cccc3ccccc23)n1 | 7% |
| COC(=O)c1c(N2C(=O)[C@H]3[C@@H](C2=O)[C@]2(C(=O)Nc4c(C)cccc42)N2CCC[C@@H]32)sc(C)c1C | 1% |
| Cc1ccc(/C=[N+](\[O-])c2ccc(N(C)C)cc2)c2nsnc12 | ? |
| O=C1CC(N2CCCCC2)C(=O)N1c1ccccc1 (stereo unspecified) | -7% |
| Cc1ccc(NC(=S)Nc2cccc3ccccc23)cc1 | -3% |
| CCOC(=O)C1CCN(C(=O)COc2cc(C)c(Br)cc2C)CC1 | 5% |
| O=C(CN1C(=O)C2C3C=CC(C3)C2C1=O)OCC(=O)c1ccc(Br)cc1 (stereo unspecified) | -10% |
| O=C(Nc1nncs1)c1ccc(F)c(S(=O)(=O)N2CCCCC2)c1 | 4% |
| Cc1ccc(S(=O)(=O)NC(=NCc2ccccc2)c2ccc(F)cc2)cc1 | -4% |
| CCOC(=O)Cn1c(COc2ccccc2OC)[n+](C)c2ccccc21 | -5% |
| Cc1ccc(N2CC(C(=O)Nc3nc4ccc(S(C)(=O)=O)cc4s3)CC2=O)cc1 (stereo unspecified) | -2% |
| CC(C)c1ccc(-c2nc3ccccc3s2)cc1 | -1% |
| O=C(Nc1ccc2nc(-c3cccnc3)[nH]c2c1)c1ccccc1F | -4% |
| CC(=O)c1c(N2CCN(CCO)CC2)nc(=S)n(-c2ccccc2)c1C | 0% |
| C1CCC(Nc2nnnn2C2CCCCC2)CC1 | -8% |
| Nc1nc(CSC(=S)N2CCCCC2)nc(Nc2ccccc2)n1 | 4% |
| C/C(=N\NC(=O)C(N)=O)c1ccc(O)cc1O | -9% |
| O=C(O)CCSc1nnc(-c2ccc3c(c2)OCO3)o1 | -7% |
| CCCCn1c(N(CCOC(C)=O)C(C)=O)nc2ccccc21 | -4% |
| COc1ccc(C(=O)COC(=O)CCN2C(=O)C3C4CC(C(Br)C4Br)C3C2=O)cc1 (stereo unspecified) | -1% |
| Cc1ccc2c(N)c(C(=O)N(c3ccccc3)c3ccccc3)sc2n1 | 9% |
| O=C(O)CCSc1nc2ccccc2s1 | 2% |
| Cc1ccc(-c2cc(C(=O)NCCCN3CCOCC3)no2)cc1 | 5% |
| Cc1ccc(NC(=O)C2CCCN2S(=O)(=O)c2ccc3c(c2)n(C)c(=O)c(=O)n3C)cc1C (stereo unspecified) | 1% |
| CC(Cc1ccccc1)C(=O)Nc1ccccc1 (stereo unspecified) | -5% |
| CCc1ccn2cc(-c3cc(-c4ccccc4)no3)nc2c1 | 9% |
| O=C(CSc1nc2ccccc2n1S(=O)(=O)c1ccccc1)N1CCCCC1 | -2% |
| Cc1ccc(C2CCN(C(=S)NC(C)(C)C)C2)cc1 (stereo unspecified) | -3% |
| CN(C(=O)COC(=O)c1cc(=O)[nH]c2ccccc12)c1c(N)n(Cc2ccccc2)c(=O)[nH]c1=O | -14% |
| O=C(Nc1ccc(F)cc1F)c1cc2nc3c(c(C(F)(F)F)n2n1)CCCC3 | -3% |
| CCOc1ccc(N=Nc2c(N)[nH][nH]c2=O)cc1 | -4% |
| NC(=O)C1CCCN(C(=O)c2ccc3oc(Cc4ccc(Cl)cc4)nc3c2)C1 (stereo unspecified) | -3% |
| COc1ccc(/C=N/c2c(-c3ccc(OC)cc3)nc3n2CCS3)cc1 | 10% |
| CC(C)(C)n1ncc2c(=O)n(CC(=O)OCc3ccccc3)cnc21 | -4% |
| OC1CCN(Cc2cccc(Oc3ccccc3)c2)CC1 | -8% |
| O=C(NNc1nc2ccccc2s1)Nc1ccccc1 | -3% |
| Cc1ccc(S(=O)(=O)N2CCN(S(C)(=O)=O)C2)cc1 | -8% |
| O=C1C2CCCN2c2ccc(S(=O)(=O)N3CCOCC3)cc2N1Cc1cccc(C(F)(F)F)c1 (stereo unspecified) | 3% |
| CC1Cc2ccccc2N1C(=O)COC(=O)c1ccc(S(=O)(=O)N(C)C)cc1 (stereo unspecified) | -6% |
| CC1CN(C(=O)C(C)N2C(=O)c3ccccc3C2=O)CC(C)O1 (stereo unspecified) | -8% |
| CC(=O)NC(=S)Nc1cccc(S(=O)(=O)NC2=NCCC2)c1 | -1% |
| CSc1cccc(NC(=S)N2CCC(N(C)C3CCCC3)CC2)c1 | 5% |

(listing goes on)
| Compound | HSF-1 GFP decrease |
| --- | --- |
| Cc1ccc(N2CN=c3s/c(=C\c4ccccn4)c(=O)n3C2)cc1 | -7% |
| COC(=O)CCCC1=CC2=C(c3ccccc3)C(=O)C(C)(OC(=O)C3CCCC3)C(=O)C2=CN1c1ccc(OC)cc1 (stereo unspecified) | 0% |
| O=C(O)COc1ccccc1/C=N/NC(=O)c1ccc2c(c1)OCCO2 | -7% |
| Cc1cc(C(=O)COC(=O)c2ccco2)c(C)n1Cc1ccco1 | -2% |
| O=C(N/N=C/c1cccnc1)c1ccc2c(c1)OCCO2 | 0% |
| CCOc1cc(C)c(S(=O)(=O)NC2CCCCC2)cc1C | 33% |
| C=CCN1C(=O)C(Cc2ccc(OC)cc2)S/C1=N/N=C/c1ccco1 (stereo unspecified) | 1% |

Two entries drawn at random from the list so far, as already listed:
| Compound | HSF-1 GFP decrease |
| --- | --- |
| COC(=O)CCCC1=CC2=C(c3ccccc3)C(=O)C(C)(OC(=O)C3CCCC3)C(=O)C2=CN1c1ccc(OC)cc1 (stereo unspecified) | 0% |
| CCOc1cc(C)c(S(=O)(=O)NC2CCCCC2)cc1C | 33% |

Some of the entries above in a different format:
HSF-1 GFP decrease	compound
-5%	CC(Cc1ccccc1)C(=O)Nc1ccccc1 (stereo unspecified)
9%	CCc1ccn2cc(-c3cc(-c4ccccc4)no3)nc2c1
-2%	O=C(CSc1nc2ccccc2n1S(=O)(=O)c1ccccc1)N1CCCCC1
-3%	Cc1ccc(C2CCN(C(=S)NC(C)(C)C)C2)cc1 (stereo unspecified)
-14%	CN(C(=O)COC(=O)c1cc(=O)[nH]c2ccccc12)c1c(N)n(Cc2ccccc2)c(=O)[nH]c1=O
-3%	O=C(Nc1ccc(F)cc1F)c1cc2nc3c(c(C(F)(F)F)n2n1)CCCC3
-4%	CCOc1ccc(N=Nc2c(N)[nH][nH]c2=O)cc1
-3%	NC(=O)C1CCCN(C(=O)c2ccc3oc(Cc4ccc(Cl)cc4)nc3c2)C1 (stereo unspecified)
10%	COc1ccc(/C=N/c2c(-c3ccc(OC)cc3)nc3n2CCS3)cc1
-4%	CC(C)(C)n1ncc2c(=O)n(CC(=O)OCc3ccccc3)cnc21
-8%	OC1CCN(Cc2cccc(Oc3ccccc3)c2)CC1
-3%	O=C(NNc1nc2ccccc2s1)Nc1ccccc1
-8%	Cc1ccc(S(=O)(=O)N2CCN(S(C)(=O)=O)C2)cc1
3%	O=C1C2CCCN2c2ccc(S(=O)(=O)N3CCOCC3)cc2N1Cc1cccc(C(F)(F)F)c1 (stereo unspecified)
-6%	CC1Cc2ccccc2N1C(=O)COC(=O)c1ccc(S(=O)(=O)N(C)C)cc1 (stereo unspecified)
-8%	CC1CN(C(=O)C(C)N2C(=O)c3ccccc3C2=O)CC(C)O1 (stereo unspecified)
-1%	CC(=O)NC(=S)Nc1cccc(S(=O)(=O)NC2=NCCC2)c1
5%	CSc1cccc(NC(=S)N2CCC(N(C)C3CCCC3)CC2)c1
-7%	Cc1ccc(N2CN=c3s/c(=C\c4ccccn4)c(=O)n3C2)cc1
0%	COC(=O)CCCC1=CC2=C(c3ccccc3)C(=O)C(C)(OC(=O)C3CCCC3)C(=O)C2=CN1c1ccc(OC)cc1 (stereo unspecified)
-7%	O=C(O)COc1ccccc1/C=N/NC(=O)c1ccc2c(c1)OCCO2
-2%	Cc1cc(C(=O)COC(=O)c2ccco2)c(C)n1Cc1ccco1
0%	O=C(N/N=C/c1cccnc1)c1ccc2c(c1)OCCO2
33%	CCOc1cc(C)c(S(=O)(=O)NC2CCCCC2)cc1C
1%	C=CCN1C(=O)C(Cc2ccc(OC)cc2)S/C1=N/N=C/c1ccco1 (stereo unspecified)

This is a subset; the hit share may differ from the screen's.
